# HRas wt GTP: modulators of GTP binding to human HRas wildtype | P01112 | GST-Ras wt beads, Bodipy-FL-GTP binding, flow cytometry; actives lie on both sides | GTP binding activity, % at 10 µM | 0.14% of 190,000 active;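 active = GTP binding activity at least 20% away from the 100% baseline, either lowered as inhibitor or raised as activator; inconclusive = flagged as likely green fluorescent, judged across all proteins in the well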;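 note: 0% = unlabeled GTP competition control and 100% = no-compound control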
# Target sequence (P01112 whole entry, looked up): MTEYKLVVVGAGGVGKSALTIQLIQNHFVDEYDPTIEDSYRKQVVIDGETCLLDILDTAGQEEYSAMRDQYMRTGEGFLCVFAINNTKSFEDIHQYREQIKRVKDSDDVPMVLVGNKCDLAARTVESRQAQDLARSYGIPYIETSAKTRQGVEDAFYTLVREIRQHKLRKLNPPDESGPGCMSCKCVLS
# Rab7 wt modul: dog Rab7 wildtype GTP binding, inhibitors and activators; GST-Rab7 beads, fluorescent GTP binding, flow cytometry; actives lie on both sides; untreated = 100%, excess cold GTP = 0%; GTP binding activity (percent of control), % at 10 µM; 0.055% of 190,000 active;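 active = fluorescent GTP binding to Rab7 beads changed by at least 20 points from the 100% baseline, either direction, mostly lower; inconclusive = compound itself probably fluorescent, or too few beads counted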;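 note: median green fluorescence of bound Bodipy-FL-GTP per Rab7 bead population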
# ABCB1 block: inhibitors of human ABCB1 transporter, ABCG2 counter-screen; P08183; 0.067% of 190,000 active; CCRF-Adr cells, JC-1 efflux, flow cytometry; AID 1326; inhibition, % at 6.6 µM; in the data active = inhibition above about 40%;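 note: 0% = vehicle and 100% = reference inhibitor; higher value means more JC-1 retained so stronger ABCB1 efflux block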
# Rac1 wt modul: alters GTP binding to wildtype human Rac1; GST-Rac1 beads, fluorescent GTP binding, flow cytometry; actives lie on both sides; 0 = cold GTP competed, 100 = untreated; GTP binding activity (% of control), % at 10 µM; 0.27% of 190,000 active; AID 757;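 active = GTP binding activity at least 20 points away from the 100% control level, either lower or higher; inconclusive = compound flagged as likely green fluorescent, judged across all proteins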
# ABCG2 inh: blocks JC-1 efflux by human ABCG2 transporter; IgMXP3 cells, flow cytometry; inhibition, % at 6.6 µM; 0.1% of 190,000 active; AID 1325;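 active = inhibition above 80%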;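 note: 0% = DMSO and 100% = nicardipine control wells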
# Target sequence (Q9UNQ0 whole entry, looked up): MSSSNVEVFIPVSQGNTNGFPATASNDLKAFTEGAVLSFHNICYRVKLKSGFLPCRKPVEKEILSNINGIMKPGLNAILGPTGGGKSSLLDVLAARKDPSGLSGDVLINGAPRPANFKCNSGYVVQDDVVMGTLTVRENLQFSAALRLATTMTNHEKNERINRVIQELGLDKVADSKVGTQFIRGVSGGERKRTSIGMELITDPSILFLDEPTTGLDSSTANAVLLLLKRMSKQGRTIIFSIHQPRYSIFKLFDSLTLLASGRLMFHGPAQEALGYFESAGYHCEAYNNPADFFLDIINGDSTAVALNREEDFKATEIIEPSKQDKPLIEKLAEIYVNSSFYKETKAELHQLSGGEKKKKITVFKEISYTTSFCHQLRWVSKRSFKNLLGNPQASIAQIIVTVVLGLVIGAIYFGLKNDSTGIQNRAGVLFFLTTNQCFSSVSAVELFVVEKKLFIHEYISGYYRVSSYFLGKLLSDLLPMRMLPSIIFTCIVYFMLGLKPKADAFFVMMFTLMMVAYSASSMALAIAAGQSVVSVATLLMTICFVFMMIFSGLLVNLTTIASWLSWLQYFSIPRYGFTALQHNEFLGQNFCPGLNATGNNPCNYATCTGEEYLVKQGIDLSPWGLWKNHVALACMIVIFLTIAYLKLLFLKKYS
#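 Measure – % inhibition of efflux relative to nicardipine and DMSO · Test system – ABCG2 IgMXP3 and barcoded ABCB1 CCRF-Adr cell mix · Control set – nicardipine as high control, DMSO as low control · Compound – one concentration, 6.6 µM final · Signal – flow cytometry of retained JC-1 fluorescence · Timing – 10 min exposure at 25 °C with rotation, no wash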
# Avidin bead fluor: compound fluoresces at 488/530 nm on avidin beads | compound fluorescence 488/530 nm, flow cytometry; hits give high values | fluorescence (KMESF) at 10 µM | 0.38% of 220,000 active; in the data active = fluorescence above about 47; note: inactives centre near 10
# Rab2 wt GTP: changes GTP binding to wildtype dog Rab2A, up or down | 0.19% of 190,000 active | GST-Rab2 wt beads, Bodipy-GTP binding, flow cytometry | P61105 | GTP binding activity, % at 10 µM;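 active = GTP binding activity at least 20 points away from 100%, either lowered or raised; inconclusive = signal likely due to the compound's own green fluorescence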;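 note: 0% = beads with excess unlabeled GTP and 100% = no-compound control corrected for plate trend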
# Cdc42 wt GTP: changes GTP binding to wildtype human Cdc42 | P60953 | GST-Cdc42 beads, Bodipy-GTP binding, flow cytometry; actives lie on both sides | percent activity (GTP binding), % at 10 µM | 0.2% of 190,000 active | AID 761;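 active = percent activity GTP binding at least 20 points away from the 100% baseline, either down as inhibitor or up as activator; inconclusive = compound flagged as likely green fluorescent from well-wide comparison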;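 note: median bead fluorescence of bound Bodipy-FL-GTP at 100 nM; 0% = excess unlabeled GTP control and 100% = no compound control; below 100% means less GTP binding so inhibitor and above means activator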
# Target sequence (P60953 whole entry, looked up): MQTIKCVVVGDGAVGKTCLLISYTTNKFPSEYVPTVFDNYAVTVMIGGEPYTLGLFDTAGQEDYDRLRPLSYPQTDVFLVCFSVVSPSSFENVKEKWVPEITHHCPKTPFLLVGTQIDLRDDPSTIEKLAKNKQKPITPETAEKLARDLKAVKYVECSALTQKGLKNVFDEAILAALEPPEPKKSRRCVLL
# Pf gametocyte: P. falciparum stage V gametocyte viability inhibition | P. falciparum stage V gametocytes, ATP luminescence, 24 h | inhibition, % at 10.9 µM | 0.065% of 150,000 active | AID 743093;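 active = inhibition above the mean plus 3 SD of compounds within the control limits, set per campaign, cut at about 38% in these data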;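 note: 0% = DMSO wells and 100% = medium only without gametocytes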
# GSH bead fluor: compound fluoresces at 488/530 nm on GSH beads. fluorescence (KMESF) at 10 µM. 0.25% of 190,000 active. GSH beads flow cytometry, compound fluorescence 488/530 nm; hits give high values; in the data active = fluorescence above about 89;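 note: glutathione beads carrying GST-tagged Bcl family fusion proteins plus one bare bead set; values are compound well signal with DMSO vehicle wells as background; inactives centre near 16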
# Rac1 act GTP bind: alters GTP binding to activated mutant human Rac1 | P63000 | GST-Rac1 activated beads, fluorescent GTP binding, flow cytometry; actives lie on both sides; 100% means binding = to untreated wells | percent activity (GTP binding), % at 10 µM | 0.11% of 190,000 active;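 active = GTP binding at least 20 percentage points away from the 100% baseline, in either direction, so actives lie on both sides; inconclusive = Compound likely fluorescent itself, or too few beads counted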
# An asterisk follows results filed as active; ? = inconclusive; / = no result given.
SMILES,HRas wt GTP,Rab7 wt modul,ABCB1 block,Rac1 wt modul,ABCG2 inh,Avidin bead fluor,Rab2 wt GTP,Cdc42 wt GTP,Pf gametocyte,GSH bead fluor,Rac1 act GTP bind
Cc1cccc(N2CCN(C(=O)C3CCCN(S(=O)(=O)c4cnc[nH]4)C3)CC2C)c1 (stereo not drawn),100,103,0.4,98,2,26,98,100,-20,14,98
COc1ccc2[nH]c(=O)c(CN(Cc3ccco3)Cc3nnnn3Cc3ccccc3)cc2c1,99,98,1.1,98,7,10,98,100,/,28,97
Cc1ccc(-n2cc(CN3CCNC(=O)CC3)c(-c3cccc(C)c3)n2)cc1,97,101,0.5,102,3,10,95,94,3,11,98
COc1ccc(C(=O)NCc2ccccc2)cc1Br,98,97,-0.6,104,47,14,100,99,-10,12,99
O=S1(=O)c2cccc3cccc(c23)N1Cc1ccc(-c2nnco2)cc1,103,102,0.8,102,2,35,102,103,/,17,100
COc1ccc(C(=O)Nc2ccccc2C(=O)O)cc1Cl,91,92,1.2,92,9,9,88,90,5,6,91
CN(C)S(=O)(=O)c1ccc2c(c1)nc(CCC(=O)NCC1CCCCC1)n2C,96,96,0.5,98,3,7,96,98,11,42,95
COC(=O)c1ccc(CSc2ncnc3sc(C)c(C)c23)o1,95,95,0.1,95,1,10,91,93,/,34,91
C[N+]1(CCCCCCC(=O)/C=N/O)CCCCCC1,101,101,-0.1,101,-1,7,101,100,10,10,99
CN1CCN(S(=O)(=O)c2cccc(C(=O)Nc3ccccc3N3CCOCC3)c2)CC1,106,107,2.9,106,6,12,104,103,0,12,102
Cc1cc(-c2c(C)[nH]n(-c3ccccc3)c2=O)n[nH]1,100,104,-0.1,101,3,10,101,100,2,15,95
COC(=O)c1nc2ccccn2c1F,93,100,0.0,101,2,10,98,94,/,13,94
Nn1c(Cc2ccccc2F)nnc1SCC(=O)Nc1cccc(S(=O)(=O)NC2=NCCCCC2)c1,97,95,0.1,96,-1,12,97,98,12,11,93
CC(C)(C)NC(=O)C(c1ccccn1)N(C(=O)C1CSC(=O)C1)c1ccc(F)cc1 (stereo not drawn),106,103,0.3,109,1,43,104,108,/,12,102
Cc1ccc(Nc2ncnc(N)n2)cc1C,99,104,-0.1,98,0,10,98,96,12,10,96

# In the list so far, 3 contain an NH in an aromatic ring:
SMILES,HRas wt GTP,Rab7 wt modul,ABCB1 block,Rac1 wt modul,ABCG2 inh,Avidin bead fluor,Rab2 wt GTP,Cdc42 wt GTP,Pf gametocyte,GSH bead fluor,Rac1 act GTP bind
Cc1cccc(N2CCN(C(=O)C3CCCN(S(=O)(=O)c4cnc[nH]4)C3)CC2C)c1 (stereo not drawn),100,103,0.4,98,2,26,98,100,-20,14,98
COc1ccc2[nH]c(=O)c(CN(Cc3ccco3)Cc3nnnn3Cc3ccccc3)cc2c1,99,98,1.1,98,7,10,98,100,/,28,97
Cc1cc(-c2c(C)[nH]n(-c3ccccc3)c2=O)n[nH]1,100,104,-0.1,101,3,10,101,100,2,15,95

# (list continues)
SMILES,HRas wt GTP,Rab7 wt modul,ABCB1 block,Rac1 wt modul,ABCG2 inh,Avidin bead fluor,Rab2 wt GTP,Cdc42 wt GTP,Pf gametocyte,GSH bead fluor,Rac1 act GTP bind
CCOC(=O)C1CC=C(Cl)CC1C(=O)Nc1nccs1 (stereo not drawn),101,102,1.2,102,3,20,101,101,-41,57,99
CSc1ncc(C(=O)O)n1-c1ccc(F)cc1,96,95,0.2,98,2,1,95,97,/,47,97
Cc1cccc(N2C(=O)CC(N(O)c3ccccc3)C2=O)c1 (stereo not drawn),?,?,0.3,?,2,8,?,?,/,18,?
Cc1nc(CSc2nsc(C)c2C#N)cs1,99,96,0.3,99,1,19,101,101,19,10,99
COc1ccc(C2=NOC(C(=O)NC3CCCCC3)C2)cc1OC (stereo not drawn),100,101,0.7,105,3,9,99,102,10,7,101
Cc1ccc(S(=O)(=O)N2CCCCC2)c(C)c1NS(C)(=O)=O,94,97,1.7,94,14,12,96,98,2,12,95
CC(=O)N1CN(C2CC(C)(C)NC(C)(C)C2)Cc2c1sc1c2CCCC1,103,99,-0.1,105,-1,14,101,103,10,15,100
O=C(Nc1nc(-c2ccccc2)cs1)c1ccc(Br)o1,98,103,-0.1,103,1,9,98,96,/,12,97
Cc1ccc(CN2CCN(/N=C\C(Br)=C\c3ccccc3)CC2)cc1,98,98,-0.3,97,-1,2,97,100,11,6,98
N#Cc1c2c(c(-c3ccccc3Cl)[nH]c1=S)CCCC2,85,91,-2.2,80,-4,4,86,79*,/,15,80
CCOC(=O)c1ccc(NC(=S)N2CCN(CCN=CC3=C(O)CC(C)(C)CC3=O)CC2)cc1,95,105,-0.3,98,4,11,100,95,13,9,93
CN(C)C1(CNC(=S)Nc2ccccc2C(F)(F)F)CCCCC1,99,100,2.2,102,4,6,101,98,13,12,98
CN(C)c1ccc(/C=N/NC(=O)c2ccccc2)cc1,93,99,-0.3,96,6,10,94,91,/,18,93
O=C(c1ccco1)N1CCN(c2ccc([N+](=O)[O-])c(N3CCOCC3)c2)CC1,100,100,1.0,98,12,4,101,98,-11,13,96
Cc1ccc(NC(=O)c2ccc(Nc3c([N+](=O)[O-])cc([N+](=O)[O-])cc3[N+](=O)[O-])cc2)cc1,96,94,0.2,97,-1,12,96,101,5,9,97
CO/N=C/C(=N\Nc1cc(OC)cc(OC)c1)C(=O)c1ccccc1,?,?,1.0,?,12,9,?,?,/,13,?
CCC(Sc1nc(N)cc(=O)[nH]1)C(=O)Nc1cc(C)on1 (stereo not drawn),98,108,0.8,99,1,11,98,96,1,54,97
Cc1cccc(NC(=O)CSc2nnc(-c3ccccc3)n2N)c1,99,99,2.2,104,5,7,99,100,-31,38,97
COC(=O)CCN(C(C)=O)c1ccc(N)cc1,101,102,-0.1,102,0,17,100,101,19,29,100
COCCOC(=O)C1=C(C)NC(=O)NC1c1ccc(-c2ccc(F)cc2)o1 (stereo not drawn),99,106,-0.3,99,0,12,101,97,-22,15,95
CC(C)CCN1CCN(Cc2cccn2-c2ccccn2)CC1CCO (stereo not drawn),97,97,10,100,7,8,97,101,18,18,97
COc1ccc(-c2[nH]c(-c3cccc(OC)c3)nc2SCC(=O)NC2CCCC2)cc1,99,98,0.9,103,1,/,97,101,/,17,96
COC(=O)c1cc(NC(=O)C2COc3ccccc3O2)cc(C(=O)OC)c1 (stereo not drawn),98,94,0.8,95,5,34,94,98,6,14,95
Cc1ccc(C(=O)Nc2cccc(-c3cn4ccccc4n3)c2)cc1,97,103,0.8,95,10,9,96,96,-11,10,93
COC(=O)c1cccc(Cn2c(Cl)c(/C=N/Nc3ccccc3C)sc2=O)c1,91,96,-0.8,89,-5,1,87,86,-15,7,88
CCC(=O)Oc1ccc(C(CC)C(CC)c2ccc(OC(=O)CC)cc2)cc1 (stereo not drawn),98,97,0.0,101,0,6,100,102,/,18,97
CCOC(=O)c1cccc(S(=O)(=O)N2CCCC2)c1,99,94,0.4,101,1,1,100,98,/,7,100
CC(=O)NC1C(Oc2ccccc2C)OC(CO)C(O)C1O (stereo not drawn),98,105,0.6,101,2,11,100,100,16,10,98
CCCN(CCC)S(=O)(=O)c1ccc(C(=O)Nc2c(C)n(C)n(-c3ccccc3)c2=O)cc1,97,91,0.4,97,0,9,96,96,/,18,95
CC1CCc2c(sc3ncnc(SCC(=O)c4ccccc4)c23)C1 (stereo not drawn),99,97,1.6,104,11,6,99,101,12,45,97

# Arranged by SMILES length (low to high): 3 of the compounds above
SMILES,HRas wt GTP,Rab7 wt modul,ABCB1 block,Rac1 wt modul,ABCG2 inh,Avidin bead fluor,Rab2 wt GTP,Cdc42 wt GTP,Pf gametocyte,GSH bead fluor,Rac1 act GTP bind
CSc1ncc(C(=O)O)n1-c1ccc(F)cc1,96,95,0.2,98,2,1,95,97,/,47,97
COCCOC(=O)C1=C(C)NC(=O)NC1c1ccc(-c2ccc(F)cc2)o1 (stereo not drawn),99,106,-0.3,99,0,12,101,97,-22,15,95
CN1CCN(S(=O)(=O)c2cccc(C(=O)Nc3ccccc3N3CCOCC3)c2)CC1,106,107,2.9,106,6,12,104,103,0,12,102

# Next entries
SMILES,HRas wt GTP,Rab7 wt modul,ABCB1 block,Rac1 wt modul,ABCG2 inh,Avidin bead fluor,Rab2 wt GTP,Cdc42 wt GTP,Pf gametocyte,GSH bead fluor,Rac1 act GTP bind
Clc1ccc(-c2nc3cnccn3c2Nc2ccc3c(c2)OCO3)cc1,99,98,1.1,106,3,4,101,100,/,24,98
C=CCNc1nc(-c2ccccc2)c(C(=O)OCC)cc1C#N,102,103,0.0,104,1,35,102,103,-4,21,101
Cc1nc2cc3c(cc2c(C)c1C(=O)OC(C)C)OCO3,101,98,1.7,99,19,3,98,99,-33,6,101
CCN1C(=O)CSC1=NC1C2CC3CC(C2)CC1C3 (stereo not drawn),97,96,0.8,93,2,29,96,99,6,20,94
Fc1ccc(COc2ccc(Br)cc2CNCC2CCCO2)cc1 (stereo not drawn),98,99,1.2,99,2,9,100,97,-1,17,98
O=S1(=O)CC(NCc2ccccc2)C(Nc2ccccc2)C1 (stereo not drawn),98,100,0.1,105,0,13,97,98,7,31,99
CC(=O)NC/C(C)=N\Nc1ccc([N+](=O)[O-])cc1,100,100,1.7,99,14,12,98,97,12,14,98
O=C(Cc1coc(-c2ccc(F)cc2)n1)NC1CCCCC1,100,100,0.6,99,3,5,98,101,/,45,96
CCCc1cc(=O)oc2c(C)c(O)c(CN3CCCCC3)cc12,104,100,0.6,103,4,20,104,104,3,23,100
COc1cc(CNCCCN2CCOCC2)ccc1OCC(=O)NC(C)(C)C,95,96,0.8,98,14,13,94,96,/,13,96
CCCN(CCC)CC(O)CN(c1cc([N+](=O)[O-])ccc1OC)S(=O)(=O)c1ccccc1 (stereo not drawn),102,106,0.8,101,1,17,103,105,5,13,98
Cc1cc(NCCCn2ccnc2)n2nc(-c3ccc(Cl)cc3)cc2n1,97,103,1.2,102,11,10,101,96,/,24,94

# Cdc42 wt GTP, what is marked active above.
mol,HRas wt GTP,Rab7 wt modul,Rac1 wt modul,ABCG2 inh,Avidin bead fluor,Rab2 wt GTP,Cdc42 wt GTP,GSH bead fluor,Rac1 act GTP bind
N#Cc1c2c(c(-c3ccccc3Cl)[nH]c1=S)CCCC2,85,91,80,-4,4,86,79*,15,80

# Compound activity from PubChem BioAssay.
